Screens: PubChem BioAssay, Broad Institute
dFosB activator: activators of delta FosB homodimer, primary screen, biochemical, fluorescence polarization, TAMRA-CDK5 oligo, single point; Protein FosB (Mus musculus), P13346; 340,000 compounds, 0.99% hits; activation, % at 25 µM; AID 493131, 2011; purified delta FosB; percent of positive-control signal above neutral wells;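 active = mean activation above about 17%, with every replicate also reaching it, limit read from the data, passing the limit was not always enough; inconclusive = only one of the two conditions met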;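 note: fluorescence polarization rise as delta FosB binds a TAMRA Cdk5 AP-1 oligo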
MITF act: activators of MITF-driven TRPM1 promoter reporter, primary screen, cell-based, SK-MEL-5, luciferase, single point; 300,000 compounds, 0.75% hits; SK-MEL-5 TRPM1-promoter luciferase, 24 h; % of positive control, neutral wells = 0; activation, % at 12.5 µM;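 active = mean activation of at least 80% with every replicate also reaching 80%; inconclusive = mean reaches 80% but some replicate falls short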;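 note: 0% = neutral control wells and 100% = parthenolide positive control wells; values of inactives mirror those of a sister screen read the other way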
SR-BI DiI inh: inhibitors of SR-BI mediated HDL lipid uptake, primary screen, ldlA[mSR-BI] cells, fluorescence, single point; AID 488896, 2010; Scavenger receptor class B member 1 (Mus musculus), Q61009; ldlA[mSR-BI] CHO cells, DiI-HDL uptake fluorescence, 3 h; 320,000 compounds, 0.96% hits; inhibition, % at 12.5 µM;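 active = mean replicate inhibition of at least 70% and a set share of replicates each scoring 70 or more; inconclusive = meets just one of the two criteria; inactive = fails both criteria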;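 note: 0% = median of neutral control wells and 100% = median of positive control wells; values of inactives mirror those of a sister screen read the other way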
NSD2 inh: NSD2 histone methyltransferase inhibitors, primary screen, biochemical, AlphaScreen, single concentration, set 2; Histone-lysine N-methyltransferase NSD2 (Homo sapiens), O96028; NSD2 peptide methylation, 120 min; inhibition, % at 12.5 µM; 310,000 compounds, 0.54% hits; in the data active = inhibition above about 50%
Target sequence (O96028 whole entry, looked up): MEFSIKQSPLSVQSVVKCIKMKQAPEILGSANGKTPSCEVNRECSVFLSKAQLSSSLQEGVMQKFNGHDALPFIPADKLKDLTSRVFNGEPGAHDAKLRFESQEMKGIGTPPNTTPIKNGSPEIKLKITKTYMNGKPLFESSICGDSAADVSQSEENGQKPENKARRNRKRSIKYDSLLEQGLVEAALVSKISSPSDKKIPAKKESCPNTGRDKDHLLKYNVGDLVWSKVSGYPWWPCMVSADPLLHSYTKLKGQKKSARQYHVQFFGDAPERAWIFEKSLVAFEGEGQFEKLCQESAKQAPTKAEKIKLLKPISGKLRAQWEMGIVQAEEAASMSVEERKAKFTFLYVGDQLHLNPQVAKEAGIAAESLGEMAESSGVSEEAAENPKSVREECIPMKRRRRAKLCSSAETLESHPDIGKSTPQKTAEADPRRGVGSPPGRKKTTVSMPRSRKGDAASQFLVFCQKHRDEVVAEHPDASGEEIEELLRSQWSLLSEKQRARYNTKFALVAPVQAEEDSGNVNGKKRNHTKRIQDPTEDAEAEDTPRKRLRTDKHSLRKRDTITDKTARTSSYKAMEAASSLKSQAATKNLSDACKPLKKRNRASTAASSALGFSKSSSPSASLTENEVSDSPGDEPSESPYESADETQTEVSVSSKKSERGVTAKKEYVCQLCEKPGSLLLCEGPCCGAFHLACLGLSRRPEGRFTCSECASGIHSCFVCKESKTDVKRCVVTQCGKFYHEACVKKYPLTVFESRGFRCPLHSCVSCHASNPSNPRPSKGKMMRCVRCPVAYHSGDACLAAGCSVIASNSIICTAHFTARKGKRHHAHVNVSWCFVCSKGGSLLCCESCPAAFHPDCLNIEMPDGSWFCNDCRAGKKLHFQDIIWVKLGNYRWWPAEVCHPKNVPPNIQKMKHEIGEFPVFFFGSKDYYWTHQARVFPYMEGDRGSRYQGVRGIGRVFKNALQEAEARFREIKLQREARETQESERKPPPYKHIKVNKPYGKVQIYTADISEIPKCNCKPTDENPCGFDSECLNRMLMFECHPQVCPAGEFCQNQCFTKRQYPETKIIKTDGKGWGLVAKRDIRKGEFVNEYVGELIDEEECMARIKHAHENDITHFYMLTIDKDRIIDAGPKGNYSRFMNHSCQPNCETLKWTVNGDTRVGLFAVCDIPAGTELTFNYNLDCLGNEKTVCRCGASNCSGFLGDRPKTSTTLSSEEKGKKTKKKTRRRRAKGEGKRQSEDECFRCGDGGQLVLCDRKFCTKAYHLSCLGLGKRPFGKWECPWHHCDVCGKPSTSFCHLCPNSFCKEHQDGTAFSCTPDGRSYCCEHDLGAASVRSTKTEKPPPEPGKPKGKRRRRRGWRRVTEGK
PfHsp90 set2: growth inhibition of PfHsp90-expressing yeast, primary screen, antimalarial PfHsp90 inhibitor project, S. cerevisiae, BacTiter-Glo luminescence, single point, set 2. BacTiter-Glo ATP, 48 h; yeast lacking PDR1 and PDR3 efflux regulators. inhibition, % at 9.4 µM. 310,000 compounds, 0.32% hits. AID 504621, 2011;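 active = every replicate shows inhibition above about 80%, whatever the replicate mean, limit read from the data; inconclusive = mean inhibition reaches the set limit but some replicate falls short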;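 note: 0% = DMSO neutral controls and 100% = 20 µM radicicol positive controls; yeast relying on Plasmodium falciparum Hsp90 in place of its own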
CAL PDZ FP-1: untagged CAL PDZ binding inhibitors, primary screen, biochemical, fluorescence polarization, HTS; purified CAL PDZ, TMR-peptide fluorescence polarization, 1 h; inhibition, % at 24.9 µM; 300,000 compounds, 0.92% hits; Golgi-associated PDZ and coiled-coil motif-containing protein (Homo sapiens), Q9HD26; AID 602252, 2012;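 active = mean inhibition of at least 30% with at least half of replicates also reaching 30%; inconclusive = no clear call, values can overlap the other calls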;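 note: 0% = DMSO neutral control and 100% = excess unlabeled competitor peptide PRC23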
PvdQ acylase: P. aeruginosa PvdQ acylase inhibitors, primary screen, biochemical, fluorescence, plate reader and imaging, single point; purified PvdQ acylase; inhibition, % at 10 µM; 340,000 compounds, 0.063% hits; AID 488965, 2010; in the data active = inhibition above about 30%, passing the limit was not always enough; inconclusive = no clear call, values can overlap the other calls;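 note: 0% = vehicle neutral wells and 100% = reference inhibitor wells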
CAL PDZ FP-2: CAL PDZ peptide-binding inhibitors, primary screen, biochemical, fluorescence polarization, Cer-tagged CAL PDZ, HTS. purified CAL PDZ, TMR-peptide fluorescence polarization, 1 h. inhibition, % at 20 µM. 330,000 compounds, 0.02% hits. AID 504414, 2011;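 active = highest replicate inhibition of at least 40%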;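 note: plate controls were DMSO neutral control wells for no effect and unlabeled competitor peptide control wells for full effect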
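material = purified tagged CAL PDZ domain construct (CerCALP) | buffer or medium = sodium phosphate/NaCl buffer pH 7.4 with TCEP, IgG, Thesit | reagent = TMR-labelled reporter peptide T*-PRC34 bound in PDZ groove | incubation = 1 h room-temperature incubation prior to read | measured by = fluorescence polarization (mP) | evaluation = percent inhibition from loss of millipolarization | control set = unlabelled peptide and DMSO controls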
SR-BI uptake up: activators of SR-BI mediated DiI-HDL uptake, primary screen, ldlA[mSR-BI] CHO cells, DiI fluorescence. 3 h; 100 = double the neutral-control signal. activation, % at 12.5 µM. 320,000 compounds, 0.096% hits. AID 504775, 2011;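 active = mean replicate activation of at least 60% and every replicate at or above 60%; inconclusive = mean or all-replicate condition met, but not both; inactive = mean below 60% and not all replicates reaching 60%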;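 note: 0% = median plate neutral-control signal and 100% = twice that signal; values of inactives mirror those of a sister screen read the other way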
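Material: SR-BI-overexpressing, LDLR-lacking CHO cells | Dosing: Single compound concentration, delivered by pin transfer | Probe or stimulus: Labelled HDL, 10 µg/mL | Signal: Bottom-read cell fluorescence after medium removal, ex 550/em 595 nm | Schedule: 3 h, 37 °C | Evaluation: HDL uptake via cellular fluorescence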
Rtt109 HAT inh: inhibitors of C. albicans Rtt109/Vps75 HAT, primary screen, biochemical, ThioGlo CoA-SH fluorescence, plate reader. Histone acetyltransferase RTT109 (Candida albicans (strain SC5314 / ATCC MYA-2876)), …. purified Rtt109/Vps75, 4 h. inhibition, % at 34.9 µM. 330,000 compounds, 0.16% hits. AID 540336, 2011;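 active = inhibition of at least 50% in every replicate; inconclusive = best replicate reaches 50% inhibition but some replicates fall short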
* hit, by the source's call; ? = inconclusive; . = not tested or not shown.

SMILES | dFosB activator | MITF act | SR-BI DiI inh | NSD2 inh | PfHsp90 set2 | CAL PDZ FP-1 | PvdQ acylase | CAL PDZ FP-2 | SR-BI uptake up | Rtt109 HAT inh
C=CCOC(=O)C1=C[C@H](C2CCCCC2)C[C@H](OCc2ccc(CO)cc2)O1 | -2 | -7 | -7 | . | 12 | -4 | 3 | -0.2 | 7 | 5
N=c1c(C(=O)NCC2CCCO2)cc2c(=O)n3ccccc3nc2n1C1CCCCC1 (configuration not stated) | -5 | 9 | . | -3 | 0 | -1 | -54 | -0.1 | . | -160
O=C(CN1CCN(S(=O)(=O)c2ccc(F)cc2)CC1)Nc1ccnn1C1CCCC1 | 0 | -4 | 9 | 0 | -6 | 15 | -9 | -2.6 | -9 | 1
CCCS(=O)(=O)N1CCC(C(=O)N2CCc3ccccc3C2)CC1 | 3 | -9 | 2 | -4 | -15 | -1 | -13 | -0.6 | -2 | -2
Cc1cc(Sc2ccc([N+](=O)[O-])cn2)ccc1Br | 1 | 10 | -2 | -2 | -6 | -4 | -8 | -0.5 | 2 | -2
CC(C)CNC(=O)/C=C/c1cccs1 | -7 | 15 | -9 | 23 | 7 | -2 | -10 | -0.5 | 9 | -3
COC(=O)C(NC(C)=O)(Nc1nc2ccc(S(C)(=O)=O)cc2s1)C(F)(F)F (configuration not stated) | -7 | 3 | -10 | 0 | 5 | -3 | -2 | -1.0 | 10 | 0
O=C(N/N=C/c1c(Nc2cccc(C(F)(F)F)c2)nc2ccccn2c1=O)c1ccccc1[N+](=O)[O-] | 6 | -1 | 2 | 1 | -10 | -1 | 0 | -3.4 | -2 | 1
COc1cccc(C2c3cc4c(cc3OC(N3CCCC3)C2C)OCO4)c1O (configuration not stated) | -10 | . | -5 | 5 | 13 | -1 | -20 | 0.2 | 5 | 2
C=CCN1C(=O)c2ccc(C(=O)N(C)CC(=O)Nc3c(C)cccc3C)cc2C1=O | 1 | 8 | -1 | 1 | -1 | -3 | -14 | -0.6 | 1 | 0
O=C(CCNC(=O)c1ccccc1Cl)Nc1cccc(S(=O)(=O)N2CCCCC2)c1 | -9 | -8 | -3 | 0 | 9 | -3 | -16 | -3.2 | 3 | -10
NNc1nc(-c2ccccc2)c2cc(Br)ccc2n1 | -12 | -2 | 20 | 1 | 3 | -19 | -10 | -1.4 | -20 | 1
COc1cc(C)nc(OCCNC(=O)COc2ccc(Cl)cc2C)n1 | -7 | -1 | 18 | -1 | -21 | -6 | -11 | -3.7 | -18 | 7
CC(C)N(C)C(=O)c1ccc(OC2CCN(CCc3ccccc3)CC2)cc1 | -2 | -13 | . | 39 | -15 | -5 | -8 | -2.4 | . | -1
O=C(Nc1ccc2c(c1)OCO2)Nc1ccc(F)cc1F | ? | ? | 17 | -3 | 9 | -4 | 0 | -1.1 | -17 | -4
CCCCCn1c(SCC(=O)c2ccccc2)nc2cc(C(=O)NCC3CCCO3)ccc2c1=O (configuration not stated) | -8 | 5 | -9 | -4 | -38 | -1 | -9 | -1.6 | 9 | -1
CCC(C)NC(=S)N(CCc1ccccc1)Cc1cc2cc(OC)c(OC)cc2[nH]c1=O (configuration not stated) | -21 | -7 | 1 | -4 | 7 | 2 | -3 | -1.1 | -1 | 10
Cc1ccc(CN=C2NC(=O)C(CC(=O)NCCc3ccccc3)S2)cc1 (configuration not stated) | -4 | 0 | -2 | . | . | 2 | -6 | -0.8 | 2 | -6
Cc1cnc(C(=O)Nc2cccc3ncccc23)cn1 | -5 | 15 | . | -2 | -3 | 1 | 3 | -0.3 | . | 1
CCCN1CCC(NC(=O)Nc2ccc(F)cc2F)CC1 | -2 | . | -3 | 13 | -3 | 29 | 6 | -1.0 | 3 | 5
CC(C)(C)C(=O)Nc1ccc(Oc2ccc3c(c2)C(=O)N(c2ccc(O)cc2)C3=O)cc1 | 14 | . | 37 | 5 | -8 | -5 | 5 | -2.5 | -37 | 5
CC1=C(n2nnc([N+](=O)[O-])n2)C(c2cccnc2)C(C#N)=C(N)O1 (configuration not stated) | -1 | -31 | -21 | 7 | -12 | -1 | 1 | 0.3 | 21 | -6
CCOc1ccc(C(C)=O)cc1CN1C(=O)NC2(CCCCC2C)C1=O (configuration not stated) | -16 | . | -4 | 0 | . | -3 | 0 | -1.3 | 4 | 3
Cc1cccc(-n2nnnc2SC(C)C(=O)NCCC2=CCCCC2)c1 (configuration not stated) | -2 | -2 | -16 | -5 | 11 | -2 | -8 | -0.7 | 16 | 2
COCCCNC(=O)CSc1nc2cc(C(=O)NCCOC)ccc2c(=O)n1Cc1ccc2c(c1)OCO2 | -14 | -8 | -2 | -4 | -5 | 2 | 2 | -0.3 | 2 | -4

Going on with the list:
SMILES | dFosB activator | MITF act | SR-BI DiI inh | NSD2 inh | PfHsp90 set2 | CAL PDZ FP-1 | PvdQ acylase | CAL PDZ FP-2 | SR-BI uptake up | Rtt109 HAT inh
Cc1cc(-n2c(C)cc(C(=O)CSc3nc(N)cc(=O)[nH]3)c2C)no1 | -1 | -15 | 19 | . | -1 | 1 | 7 | -1.3 | -19 | 39
CC1CCN(c2c(NCC3CCC(C(=O)N4CCCCC4)CC3)c(=O)c2=O)CC1 (configuration not stated) | -7 | -6 | -9 | . | -10 | . | 1 | -1.7 | 9 | -2
COc1ccc(OCC(=O)N2CCOCC2)cc1 | 1 | 2 | -9 | -1 | -25 | 9 | 5 | 0.5 | 9 | -3
NC(=O)c1ccc[n+](CC(=O)c2ccc(F)cc2)c1 | -3 | -10 | -11 | -1 | 4 | 18 | -9 | -2.7 | 11 | 2
COCCCN(C(=O)c1ccc(-c2ccc(C(C)=O)cc2)o1)c1c(N)n(CC(C)C)c(=O)[nH]c1=O | -9 | 11 | -3 | 1 | 12 | 6 | -8 | -1.2 | 3 | -4
Cc1nn(CC(O)Cn2c3c(c4ccccc42)CCN(C)C3=O)c(C)c1Br (configuration not stated) | -12 | . | 11 | -1 | . | -1 | -9 | -2.0 | -11 | .
Cn1c(SCC(=O)N2CCCC2=O)nnc1-c1ccccc1F | 0 | -2 | 6 | -3 | -22 | 9 | -3 | -2.1 | -6 | 6
Cc1cc(C)n2nc(SCc3cc(=O)oc4ccc5ccccc5c34)nc2n1 | -30 | 12 | -2 | 0 | -14 | -3 | -15 | . | 2 | 0
Cc1ccc(/C=N/NC(=O)CNC(=O)c2ccc(C)c([N+](=O)[O-])c2)o1 | -3 | -20 | 15 | -1 | -2 | . | 2 | -0.9 | -16 | 10
CC1=Nc2ccccc2/C1=C/c1c(N)n2c(S(=O)(=O)CC(C)C)nsc2nc1=O | -6 | -8 | 24 | 6 | -17 | -10 | 1 | -4.9 | -24 | 12
COc1ccc(CCNC(=O)CCNC(=O)N2CC(=O)Nc3ccccc32)cc1OC | -10 | -4 | -6 | -2 | 18 | -1 | -14 | -0.5 | 6 | 4
Oc1cccc2ccc(/C=C/c3ccccc3Br)nc12 | 2 | 2 | 34 | 19 | 98* | 59* | -9 | 1.2 | -34 | -2
Cc1[nH]c2ccccc2c1C1=CN2CCS(=O)(=O)N=C2S1 | 1 | -1 | -16 | 0 | 19 | 0 | -11 | -0.4 | 16 | 9
CCCCNC(=S)Nc1ccc2nc(N3CCN(CC)CC3)cc(C)c2c1 | -5 | 32 | 7 | 17 | -12 | -1 | 0 | 1.3 | -7 | 1
Cc1ccccc1C(=O)Nc1ccc(N2CCOCC2)nc1 | 3 | . | 2 | -2 | . | -1 | -17 | -1.9 | -2 | -2
COC(C)(C)[C@H](O)COc1c2ccoc2cc2oc(=O)ccc12 | -4 | 5 | -1 | . | -12 | -1 | 7 | -1.0 | 1 | 9
Cc1ccc(/C=N/c2sc3c(c2C#N)CCCCC3)o1 | -2 | 25 | 1 | -1 | 12 | -2 | 1 | -0.7 | -1 | 14
COc1ccccc1N(CC(=O)N1CCCC1)S(=O)(=O)c1ccc(C)cc1 | 4 | 4 | -6 | -20 | -32 | -4 | -10 | -2.3 | 6 | -6
C=CCOC(=O)C1=C[C@@H](c2ccccc2)C[C@@H](OCc2ccc(CO)cc2)O1 | 2 | -4 | -4 | . | 3 | -3 | -10 | -2.0 | 4 | 1
O=C(Oc1ccc(Br)cc1C(=S)N1CCCC1)c1ccccc1Cl | -9 | -19 | 14 | 2 | 6 | -1 | 10 | . | -14 | 12
COc1cc(OC)cc(C(=O)N[C@@H](CCSC)c2nc3ccccc3[nH]2)c1 | 0 | -14 | 52 | 5 | 16 | -3 | 2 | -2.3 | -21 | 0
Cc1ccc(S(=O)(=O)N(C)C)cc1NC(=O)COC(=O)c1ccc2c(c1)OCO2 | -10 | -3 | -13 | -4 | 19 | -3 | 4 | -1.0 | 13 | 8
CC(C)CN(C(=O)COc1ccc([N+](=O)[O-])cc1)c1c(N)n(CC(C)C)c(=O)[nH]c1=O | -8 | 1 | -17 | 0 | . | -4 | -5 | -3.5 | 17 | 3
COC(=O)Cc1cc(=O)n(-c2nc3ccccc3[nH]2)[nH]1 | -6 | 1 | -22 | 20 | . | . | 7 | -2.3 | 22 | 2
COc1ccc(CNC(=O)COc2ccccc2C(=O)c2cnn(-c3ccccc3)c2)cc1OC | -3 | ? | 18 | 2 | -5 | -10 | 6 | -2.5 | . | 43
CCC1Oc2ccccc2N(CC(=O)NCCCN2CCOCC2)C1=O (configuration not stated) | -5 | 7 | 2 | . | 4 | -4 | 6 | -0.3 | -2 | -6
O=C(O)CSCCCC(=O)Nc1ccc(Br)cc1 | 1 | -6 | -4 | -1 | -34 | -22 | -6 | 0.1 | 4 | -4
